GBA enhancer = increases beta-glucosidase activity in Gaucher fibroblasts; P04062; L444P Gaucher fibroblasts, 4-MU-glucoside fluorescence, 3 days; activation, % at 10 µM; 30,000 tested, 0.44% active; in the data active = activation above about 65%;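 note: 0% = vehicle wells and 100% = positive control wells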
Target sequence (P04062 whole entry L483P): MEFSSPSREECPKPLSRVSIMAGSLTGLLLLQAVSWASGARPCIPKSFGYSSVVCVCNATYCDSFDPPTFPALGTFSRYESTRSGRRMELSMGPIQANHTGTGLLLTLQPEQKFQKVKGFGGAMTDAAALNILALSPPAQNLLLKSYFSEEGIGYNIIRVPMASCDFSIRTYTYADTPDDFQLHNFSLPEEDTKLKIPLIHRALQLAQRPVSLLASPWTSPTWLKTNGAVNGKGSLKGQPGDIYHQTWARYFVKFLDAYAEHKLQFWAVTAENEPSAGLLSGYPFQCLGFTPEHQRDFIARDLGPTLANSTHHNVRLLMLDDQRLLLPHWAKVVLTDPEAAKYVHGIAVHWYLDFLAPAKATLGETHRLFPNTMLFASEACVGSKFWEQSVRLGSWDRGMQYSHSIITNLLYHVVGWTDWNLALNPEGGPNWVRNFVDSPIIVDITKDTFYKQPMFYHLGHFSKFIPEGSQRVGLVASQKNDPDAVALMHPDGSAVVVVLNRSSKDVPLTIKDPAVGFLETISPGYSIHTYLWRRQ
* = called active by the depositor.

SMILES	GBA enhancer
C/C=C/Cn1c(SC)nc2c1c(=O)[nH]c(=O)n2C	0
Cc1cc(C)cc(N(C(=O)c2ccc3c(c2)OCO3)C2C=CS(=O)(=O)C2)c1 (stereo unspecified)	-7
O=C(O)CCSc1nc2ccccc2s1	-10
COCc1nnc(NC(=O)c2cccs2)s1	0
Cc1ccccc1NC(=O)C1CC(Cl)=CCC1C(=O)O (stereo unspecified)	0
CC(C)(C)NC(=O)C(c1ccncc1)N(C(=O)c1csnn1)C1CC1 (stereo unspecified)	-6
CC1(C)CC(=O)C(C(c2ccncc2)C2C(=O)CC(C)(C)CC2=O)C(=O)C1	1
CCn1c(SCC(=O)Nc2nc3c(s2)CCCC3)nc2c1c(=O)n(C)c(=O)n2C	-3
CCC(=O)N1CCN(c2ccccc2NC(=O)Cc2ccccc2)CC1	-27
CC(Nc1cc(=O)n(C)c(=O)n1C)c1ccccc1 (stereo unspecified)	0
O=C(Nc1sc2c(c1C(=O)O)CCCC2)c1cccs1	-8
CN(C)P(=NC(=O)COc1ccc(Cl)cc1Cl)(N(C)C)N(C)C	-20
CCOC(=O)N1CCN(Cc2nc3c(c(=O)[nH]c(=O)n3C)n2CCCc2ccccc2)CC1	-2
CCN1CCN(Cc2nc(N)nc(Nc3ccc(C)c(C)c3)n2)CC1	14
O=C(C1CCC(CNS(=O)(=O)c2cccs2)CC1)N1CCCCC1 (stereo unspecified)	-65
O=C(NC1CCCC1)c1ccc(COCC(F)(F)F)o1	-4
O=C(CN1C(=O)COc2ccccc21)NCCCN1CCN(Cc2ccccc2)CC1	-4
COCCC(=O)N(Cc1ccc2c(c1)OCO2)C(C(=O)NC1CCCCC1)c1ccncc1 (stereo unspecified)	1
CC(NC(=O)COc1cc(=O)n(C)c2ccccc12)c1ccc2c(c1)OCCO2 (stereo unspecified)	2
COc1cccc(OCCn2c(C)c(/C=N/n3cnnc3)c3ccccc32)c1	-56
COc1cccc(C2C(C(=O)c3cc4cccc(OC)c4o3)=C(O)C(=O)N2c2cc(C)on2)c1OC (stereo unspecified)	-13
O=C(c1cnc2n(c1=O)CCS2)N1CCCc2ccccc21	-14
Cc1cccc(N(C)C(=O)c2coc(=O)c3ccccc23)c1	-53
CC(C)OCCCNS(=O)(=O)c1ccc2c(c1)OCCO2	-1
CCOC(=O)NCC(C#CCN(CC)CC)N(CC)CC (stereo unspecified)	-7
Cc1ccccc1N(CC(=O)Nc1ccc(F)cc1)S(C)(=O)=O	-7
O=C(Nc1nnc(CC(=O)N2CCCC2)s1)c1cnccn1	8
C=CCn1c(SCc2ccc3nonc3c2)nnc1-c1cccs1	-27
CCOc1ccc(N2C(=O)CC(N3CCN(c4ccccc4F)CC3)C2=O)cc1 (stereo unspecified)	-10
NNC(=O)c1ccncc1	-7
COC(=O)c1ccccc1S(=O)(=O)N1CCC(c2nc3ccccc3o2)CC1	7
O=C(NC12CC3CC(CC(C3)C1)C2)N1CCC(O)(c2ccc3c(c2)OCO3)CC1	-20
Cc1ccc(S(=O)(=O)Cn2nnnc2CN2CCN(Cc3ccc4c(c3)OCO4)CC2)cc1	-14
COC(=O)C1(C)NC(c2ccc(O)cc2)C2C(=O)N(c3ccc4c(c3)OCCO4)C(=O)C21 (stereo unspecified)	-19
CC1CCCN(CCCNC(=O)C2CC(=O)N(c3ccc(F)c(Cl)c3)C2)C1 (stereo unspecified)	-10
CC(=O)Nc1cc(NC(=O)C2C3C=CC(C3)C2C(=O)O)ccc1Cl (stereo unspecified)	-6
O=C(NCc1ccccn1)c1cc2ccccc2oc1=O	-8
COc1ccc(N2CCn3c2nc2c3c(=O)n(CCCc3ccccc3)c(=O)n2C)c(OC)c1	1
Clc1ccc(Cc2noc(Cc3ccccc3)n2)cc1Cl	-7
Cc1cccc(CS(=O)(=O)Cc2ccc(C(=O)NCc3cccnc3)o2)c1	-56
Cc1ccc2[nH]c(=O)c(CN(CCCN3CCOCC3)C(=O)NC3CCCCC3)cc2c1	6
CCc1ccc2[nH]c(=O)c(CN(CCCN3CCOCC3)C(=O)Nc3ccc(Cl)cc3)cc2c1	-4
O=C(NC1CCS(=O)(=O)C1)c1cccc(S(=O)(=O)N2CCCCC2)c1 (stereo unspecified)	-18
CCOC(=O)N1CCC(NC(=O)c2cc3c(-c4ccc(OC)c(OC)c4)nn(C)c3s2)CC1	13
O=C(NC1CCCC1)C1CCCN1C(=O)Nc1ccccc1Cl (stereo unspecified)	-8
CC(=O)N1CCCc2cc(S(=O)(=O)Nc3ccc4c(c3)OCO4)ccc21	7
Cc1cccc2cc3c(nc12)SC(=NCC1CCCO1)N(Cc1ccco1)C3 (stereo unspecified)	17
CCCn1c(=O)c2ccccc2n2c(SCCOc3ccccc3)nnc12	-8
Cc1cc(NCc2ccc(F)cc2Cl)n2nnnc2n1	2
Cc1ccc(Cl)cc1NC(=O)Cn1cccc1	-4
CCN(CC)C(=O)c1cncc(C(=O)N(CC)CC)c1-c1ccccc1	-3
O=C(COC(=O)CCc1c[nH]c2ccccc12)NC1CCS(=O)(=O)C1 (stereo unspecified)	-20
CCOC(=O)N1CCC(NC(=O)CCC(=O)N2CC(C)Oc3ccc(C)cc32)CC1 (stereo unspecified)	-11
CCCOc1ccc(Cc2nn3c(=O)/c(=C/c4ccco4)sc3nc2=O)cc1	39
CCOC(=O)N1CCN(C(=O)CN(Cc2ccc(Cl)cc2)S(C)(=O)=O)CC1	-32
Cc1cccc(N2CCN(C(=O)Cc3c(C(=O)O)[nH]c4ccc(Cl)cc34)CC2)c1C	4
Cc1ccc(C(N)=S)c(C)c1	4
CN1CCC(NC(=O)Cc2c(F)cccc2Cl)CC1	-57
COc1ccc(C)cc1N(CC(=O)Nc1cccc(N(C)S(C)(=O)=O)c1)S(C)(=O)=O	-3
O=C(NCc1cccs1)c1cc(-c2cccc(Cl)c2)on1	-41

Next section
SMILES	GBA enhancer
Cc1cc(NS(=O)(=O)c2ccc(NC(=O)Cc3cccs3)cc2)no1	4
Cc1noc(C)c1C(=O)NCc1ccco1	-23
Cn1cccc1C(=O)OCc1cc(Cl)cc2c1OCOC2	-17
CCc1c(C)nc(N)n2c(SCC(=O)Nc3ccccc3OC)nnc12	-37
CCOC(=O)C(C)Sc1nnc(-c2c[nH]c3ccccc23)n1C (stereo unspecified)	-6
O=C(CN1CCC(O)CC1)N1c2ccccc2C=Cc2ccccc21	15
O=C(c1ccc(O)cc1)c1ccc(C(=O)O)c(C(=O)O)c1	22
CC(C)N=c1cc2n(-c3ccc(Cl)cc3)c3ccccc3nc-2cc1Nc1ccc(Cl)cc1	-31
CC(C)(C)NC(=O)Nc1ccccc1C(N)=O	7
O=C(COc1ccc(CO)cc1)Nc1ccc(F)cc1	-3
Cc1occc1C(=O)Nc1nnc(C2CCCCC2)s1	8
Cc1ccc(-c2cc(C(=O)NCCCN3CCOCC3)no2)cc1	-22
Cc1c(NC(=O)CSc2ccccn2)c(=O)n(-c2ccccc2)n1C	-3
CCCCOc1ccccc1NC(=O)Cn1c(-c2nonc2N)nc2ccccc21	-18
NC(=O)C1(N2CCCCC2)CCN(C(=O)c2ccc(C#Cc3ccccc3)o2)CC1	22
CCC(Oc1ccccc1)C(=O)Nc1ccc(S(=O)(=O)NCC2CCCO2)cc1 (stereo unspecified)	-17
Cc1ccccc1OCC(O)Cn1c(NCc2ccco2)nc2c1c(=O)n(C)c(=O)n2C (stereo unspecified)	3
C=CCC1c2cccc(C(=O)O)c2C(=O)N1c1ccc(F)cc1 (stereo unspecified)	7
CCn1c(=O)cc(OCC(=O)NCCCN2CCC(C)CC2)c2ccccc21	-45
CCSc1nnc(NC(=O)CSc2nc3c(c(=O)n2-c2ccccc2OC)SCC3)s1	16
O=C(Nc1ccc2c(c1)OCO2)c1c(F)c(F)c(F)c(F)c1F	-1
CCOC(=O)c1ccoc1CSCc1ccc(C(=O)OC)o1	-10
Cc1sc2c(c1C)CN(Cc1ccco1)CN2C(=O)c1ccccc1	-9
O=C(COC(=O)c1ccccn1)Nc1cccc(Cl)c1	-11
COc1ccc(N2C(=O)C(Cl)=C(Nc3c(C)n(C)n(-c4ccccc4)c3=O)C2=O)cc1	-13
Cc1ccc(C(=O)C2=C(O)C(=O)N(CCCn3ccnc3)C2c2ccc(OC(C)C)cc2)o1 (stereo unspecified)	6
CCOc1ccccc1C(=O)NC1CCN(Cc2nnnn2C2CCCC2)CC1	-22
COc1ccc2c(Cl)c(C(N)=O)sc2c1	-2
COCCNC(=O)C(c1ccco1)N(C(=O)Cn1nnc2ccccc21)c1cccc(C)c1C (stereo unspecified)	-14
O=C(COc1ccccc1)NCCSc1ccccc1	-6
Cc1onc(-c2ccccc2)c1C(=O)Nc1ccccc1N1CCOCC1	-20
CCCCn1nnnc1SCC(=O)Nc1sc2c(c1C#N)CCCC2	-20
COc1ccc2cc3cc(C(=O)NCC4CCCO4)oc3nc2c1 (stereo unspecified)	-3
Cc1cc(C)n(-c2nc3c(c(=O)[nH]c(=O)n3C)n2CC(O)COc2ccccc2C)n1 (stereo unspecified)	0
Cc1ccc(Cl)cc1N1CCN(C(=O)Cn2ccc3ccccc3c2=O)CC1	-28
CCc1c(C)c2c(C)[nH]nc2oc1=O	0
CC(=O)c1cc2c(cc1NS(=O)(=O)c1ccc(C)cc1)OCCO2	-1
CCSc1nc2cc(OC)c(OC)cc2c(=O)n1CC	-9
Fc1cccc(NCc2cn3ccccc3n2)c1	16
Cc1ccc(S(=O)(=O)Cc2ccc(C(=O)NCCCN3CCN(C)CC3)o2)cc1	-27
C(=C\c1ccccc1)/CSc1nnc(-c2ccncc2)n1Cc1ccco1	6
CCOC(=O)C1=C(C)N(C)C(=O)NC1c1ccccc1OC (stereo unspecified)	-2
Cc1cccc2cc(CN(CC3CCCO3)C(c3nnnn3Cc3ccco3)C(C)C)c(=O)[nH]c12 (stereo unspecified)	-30
Clc1ccccc1-c1nnc2sc(C3COc4ccccc4O3)nn12 (stereo unspecified)	-17
c1ccc(N2CC[N+]3(CCCC3)CC2)nc1	12

Individual results from above.
CCSc1nc2cc(OC)c(OC)cc2c(=O)n1CC in GBA enhancer is listed with -9
C(=C\c1ccccc1)/CSc1nnc(-c2ccncc2)n1Cc1ccco1 in GBA enhancer is listed with 6

19 of these compounds in another layout.
SMILES | GBA enhancer
O=C(COC(=O)c1ccccn1)Nc1cccc(Cl)c1 | -11
COc1ccc(N2C(=O)C(Cl)=C(Nc3c(C)n(C)n(-c4ccccc4)c3=O)C2=O)cc1 | -13
Cc1ccc(C(=O)C2=C(O)C(=O)N(CCCn3ccnc3)C2c2ccc(OC(C)C)cc2)o1 (stereo unspecified) | 6
CCOc1ccccc1C(=O)NC1CCN(Cc2nnnn2C2CCCC2)CC1 | -22
COc1ccc2c(Cl)c(C(N)=O)sc2c1 | -2
COCCNC(=O)C(c1ccco1)N(C(=O)Cn1nnc2ccccc21)c1cccc(C)c1C (stereo unspecified) | -14
O=C(COc1ccccc1)NCCSc1ccccc1 | -6
Cc1onc(-c2ccccc2)c1C(=O)Nc1ccccc1N1CCOCC1 | -20
CCCCn1nnnc1SCC(=O)Nc1sc2c(c1C#N)CCCC2 | -20
COc1ccc2cc3cc(C(=O)NCC4CCCO4)oc3nc2c1 (stereo unspecified) | -3
Cc1cc(C)n(-c2nc3c(c(=O)[nH]c(=O)n3C)n2CC(O)COc2ccccc2C)n1 (stereo unspecified) | 0
Cc1ccc(Cl)cc1N1CCN(C(=O)Cn2ccc3ccccc3c2=O)CC1 | -28
CCc1c(C)c2c(C)[nH]nc2oc1=O | 0
CC(=O)c1cc2c(cc1NS(=O)(=O)c1ccc(C)cc1)OCCO2 | -1
CCSc1nc2cc(OC)c(OC)cc2c(=O)n1CC | -9
Fc1cccc(NCc2cn3ccccc3n2)c1 | 16
Cc1ccc(S(=O)(=O)Cc2ccc(C(=O)NCCCN3CCN(C)CC3)o2)cc1 | -27
C(=C\c1ccccc1)/CSc1nnc(-c2ccncc2)n1Cc1ccco1 | 6
CCOC(=O)C1=C(C)N(C)C(=O)NC1c1ccccc1OC (stereo unspecified) | -2

Other compounds follow:
SMILES	GBA enhancer
C=CCn1c(-c2ccccc2)c[nH]c1=S	-24
CCOC(=O)c1c(C)c(C(=O)NCc2cccnc2)c(C)n1C	-17
Cc1cccc(OCC(O)CN2C(C)(C)CC(O)CC2(C)C)c1C (stereo unspecified)	-20
Oc1ccc(CN2CCN(Cc3ccccc3)CC2)c2cccnc12	4
Cc1ccc(Cn2c(CN(C)Cc3ccccc3)nc3c2c(=O)n(C)c(=O)n3C)cc1	52
COc1cc(CC(=O)OCC(=O)Nc2ccc(S(=O)(=O)N3CCCC3)cc2)cc(OC)c1OC	7
Cc1ccc(C)c(OCCCN2CCCC2)c1	10
Cc1cnc(NC(=O)CSc2nnc(CNc3ccc(F)cc3)n2CC2CCCO2)s1 (stereo unspecified)	12
c1ccc(Cn2c(NCc3ccco3)nc3ccccc32)cc1	-10
Cc1ccc(-c2nnc(SCC(=O)N3CC(C)CC(C)C3)o2)cc1C (stereo unspecified)	8
O=C1CCCC/C1=C\Nc1ccc(Cl)cn1	-1
CCOC(=O)/C=c1\sc2n(c1=O)CCN=2	-9
COc1cccc(C2C=C(c3ccc(OC)cc3OC)Nc3nnnn32)c1 (stereo unspecified)	-4
CCCn1c(SCC(=O)OCc2ccccc2)nc2c1c(=O)n(C)c(=O)n2C	-56
O=C(Cn1cnc2c(nnn2Cc2ccc(F)cc2)c1=O)NCc1ccc2c(c1)OCO2	-8
COc1ccccc1NC(=O)CSc1nc2sc(C)c(C)c2c(=O)n1Cc1ccco1	10
COc1ccc(NC(=O)C2CC(=O)N(C)C(=Nc3ccc4c(c3)OCO4)S2)cc1 (stereo unspecified)	-21
O=S(=O)(NC1c2cccc3cccc(c23)C1N1CCNCC1)c1ccccc1 (stereo unspecified)	74*
Cc1c(C(=O)NCCN2CCOCC2)oc2ccccc12	7
CCc1ccc(NC(=O)CCN2C(=O)c3cccnc3C2=O)cc1	-12
CCc1[nH]nc2c1C(c1cccc(OC(=O)N3CCOCC3)c1)C(C#N)=C(N)O2 (stereo unspecified)	-26
O=C(NCC1CCCO1)C1C2C=CC3(CN(Cc4cccs4)C(=O)C13)O2 (stereo unspecified)	-7
Nn1c(-c2ccco2)n[nH]c1=S	15
CC(O)CCC(=O)NCCNC(=O)CCC(C)O (stereo unspecified)	-3
COc1c(S(=O)(=O)n2nc(C)cc2C)ccc(Cl)c1Cl	-11
CC(=O)c1c(C)[nH]c(C(=O)N2CCN(C(=O)c3ccco3)CC2)c1C	7
CCN(CC)C(=O)N1CCN(S(=O)(=O)c2ccc(C)c(C)c2)CC1	-8
CCc1cccc(CC)c1N(COC)C(=O)Cn1c(CO)nc2ccccc21	-29

Only part of the results is shown, so the mix of outcomes need not match the whole.
